Compound activity from PubChem BioAssay.
DT40 TDP1 no CPT: qHTS for Inhibitors of human tyrosyl-DNA phosphodiesterase 1 (TDP1): qHTS in cells in absence of CPT; DT40 Tdp1-/- hTDP1 cells, no CPT, ATP luminescence, 48 h; Potency, µM (titrated, usually from 46.2 µM), without a hit: at the highest dose activity change, negative = growth inhibition, usual class: inhibitors; 15% of 420,000 active; note: nearly all actives have a fitted effect of over 55% in size
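Chicken DT40 Tdp1-/- cells complemented with human TDP1, screened without camptothecin (DMSO vehicle only), 400 cells/well. Compounds pin-transferred, cells incubated at 37 °C for at least 48 hr. Growth read as ATP-dependent luminescence (CellTiter-Glo, 30 min at RT).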
DT40 TDP1 CPT: growth inhibition of DT40 Tdp1-/-;hTDP1 cells with camptothecin (screen for TDP1 inhibitors); chicken DT40 Tdp1-/-;hTDP1 cells + 20 nM CPT, ATP luminescence, 48 h; Potency, µM (top dose mostly 46.2 µM), for the others: at the top dose activity change, negative = growth inhibition, most hits filed as inhibitors; 12% of 420,000 active; AID 686979; note: nearly all actives have a fitted effect of over 55% in size
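Cell growth measured by CellTiter-Glo luminescence after a minimum 48 h, 37 C compound exposure with 20 nM CPT in Tdp1-knockout DT40 cells stably expressing hTDP1, seeded 400/well; qHTS titration format.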
GCN5L2 inh: blocks human GCN5L2 histone acetyltransferase. Potency, µM (top dose mostly 58.9 µM), without a hit: at the top dose activity change, negative = inhibition, actives largely listed as inhibitors. GCN5L2 HAT assay, ThioGlo1 CoA-SH fluorescence. 0.21% of 390,000 active
Target sequence (Q92830 whole entry, looked up): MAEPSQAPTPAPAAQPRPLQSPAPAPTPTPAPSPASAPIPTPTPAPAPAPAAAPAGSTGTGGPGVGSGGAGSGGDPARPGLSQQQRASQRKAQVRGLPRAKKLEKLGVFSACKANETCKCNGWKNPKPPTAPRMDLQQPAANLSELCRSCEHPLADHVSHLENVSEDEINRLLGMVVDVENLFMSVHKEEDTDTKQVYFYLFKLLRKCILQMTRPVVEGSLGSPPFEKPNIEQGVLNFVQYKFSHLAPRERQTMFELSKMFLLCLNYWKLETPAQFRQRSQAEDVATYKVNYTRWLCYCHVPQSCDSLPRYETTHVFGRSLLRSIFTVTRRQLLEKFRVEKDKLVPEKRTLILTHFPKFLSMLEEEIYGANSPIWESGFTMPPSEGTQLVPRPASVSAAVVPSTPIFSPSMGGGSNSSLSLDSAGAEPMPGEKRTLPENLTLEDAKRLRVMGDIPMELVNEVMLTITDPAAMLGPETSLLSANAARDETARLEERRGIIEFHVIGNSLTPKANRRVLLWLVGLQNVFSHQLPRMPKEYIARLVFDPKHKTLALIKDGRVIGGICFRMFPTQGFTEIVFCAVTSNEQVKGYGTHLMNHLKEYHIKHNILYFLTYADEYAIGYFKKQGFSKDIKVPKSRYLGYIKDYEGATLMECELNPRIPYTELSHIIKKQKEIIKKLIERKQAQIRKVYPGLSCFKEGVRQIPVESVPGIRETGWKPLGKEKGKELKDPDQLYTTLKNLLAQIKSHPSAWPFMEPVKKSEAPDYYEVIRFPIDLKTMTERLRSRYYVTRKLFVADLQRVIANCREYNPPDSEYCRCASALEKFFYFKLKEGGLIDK
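Titration-based screen in which CoA formation is detected via maleimide probe ThioGlo1 (50uM) turning fluorescent on thiol reaction; substrates H3(1-25) 75uM and acetyl-CoA 70uM, GCN5L2 20nM, 20 min incubation at room temperature.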
* marks the source's active call; other numbers are inactive results; ? = inconclusive; · = not tested or not shown; & = joins results of further samples; [ ] = dose if it differs, or a comment. Calls come from the whole dose curve; as a rule, active = well fitted curve in the direction sought with a large enough effect; inconclusive = small, poorly fitted or top-dose-only effect, or another doubt; inactive = no such curve, though single readings can be large; an effect the other way counts as inactive or inconclusive. % is set by controls: 0 for no effect and ±100 for the full control effect; potency is the fitted concentration of half-maximal effect.

SMILES	DT40 TDP1 no CPT	DT40 TDP1 CPT	GCN5L2 inh
CCCCCn1c(N)c(-c2nc3ccccc3o2)c2c([N+](=O)[O-])nn(C)c(=O)c21	-7%	1%	8%
COc1ccc(-c2nc3c(c(=O)[nH]c(=O)n3Cc3ccccc3)n2C)cc1	-7%	-4%	-8%
O=C(CC1(O)C(=O)N(Cc2ccccc2)c2ccc(Br)cc21)c1ccccc1 (centres undefined)	5.8µM*	15µM*	-6%
O=C(NCc1cccnc1)/C(=C/c1ccc(Cl)cc1)NC(=O)c1ccccc1	-24%	23µM*	-1%
COc1ccc(/C=C\C(=O)NCC(=O)N/N=C/c2ccc(O)cc2O)cc1	-82%	?	-16%
CCC(C(=O)Nc1cnccn1)c1ccccc1 (centres undefined)	-5%	-5%	-3%
COc1cc(NC(=O)c2cccnc2)c(Cl)cc1NC(=O)c1ccccc1	?	-8%	0%
O=C(N/N=C/c1ccncc1)c1cccc(S(=O)(=O)Nc2ccc(Cl)cc2)c1	37%[activator]	5%	-12%
CCCN1C(=O)/C(=C/c2ccco2)SC1=Nc1ccc(OC)cc1	?	-23%	-10%
O=C(NNC(=O)C1COc2ccccc2O1)c1cccc([N+](=O)[O-])c1 (centres undefined)	0%	15%	-4%
COc1ccc2c(c1)c(=O)c(S(=O)(=O)c1ccc(Cl)cc1)cn2C	?	-30%	-6%
O=C(NCC1CCCO1)C(c1cccs1)N(C(=O)c1ccc(CN2CCOCC2)o1)c1ccc(Cl)cc1 (centres undefined)	?	-23%	-14%
COCCNC(=O)C(c1ccc(C)o1)N(C(=O)c1snc(C(N)=O)c1N)c1ccc(C)c(C)c1 (centres undefined)	-26%	-26%	-15%
Cc1cccc(NC(=S)N(Cc2cccs2)Cc2cc3cc(C)ccc3[nH]c2=O)c1	21µM*	18µM*	-5%
O=C(c1ccccc1)c1ccc(OCCCN2CCCCC2)cc1	-23%	-16%	-1%
O=c1[nH]c(SCc2nc3ccccc3c(=O)n2-c2ccccc2)nc2ccccc12	?	12µM*	-6%
CC(C)C(OC(=O)Cn1nnc2ccccc21)C(=O)NC1CCCC1 (centres undefined)	4%	20%	0%
COc1ccc(CNS(=O)(=O)NCc2ccc(OC)c(OC)c2)cc1OC	?	-16%	1%
O=c1[nH]cnc2nc(-c3ccccc3)c(-c3ccccc3)nc12	2.9µM*	1.5µM*	-5%
CCC(c1nc2ccccc2[nH]1)N(C(=O)Cc1cc(OC)cc(OC)c1)c1ccc(N2CCOCC2)cc1 (centres undefined)	?	-6%	·
O=C(Nc1ccc(S(=O)(=O)N2CCCCCC2)cc1)c1ccc(Br)o1	?	?	-64%
Cc1ccc(N=Nc2ccc(O)c3ncccc23)cc1	13µM*	13µM*	0%
CCCN(CC(=O)Nc1cc(Cl)ccc1Cl)C(=O)CN1C(=O)C2CCCCC2C1=O (centres undefined)	-18%	-6%	-4%
COc1ccc(C(=O)n2cnc3ccccc32)cc1Br	-6%	-6%	·
CCN(CC)CCNC(=O)c1c(C)oc2ncnc(N3CCOCC3)c12	-5%	5%	20%
The listing continues.
SMILES	DT40 TDP1 no CPT	DT40 TDP1 CPT	GCN5L2 inh
Nc1nc(C2CCOCC2)cs1	7%	11%	0%
O=C(NN=C1CCCC1)c1[nH]c2ccc(Cl)cc2c1-c1ccccc1	?	?	-4%
COc1ccc2c(Sc3ccc(Cl)cc3)c(C(=O)N3CCC(C)CC3)[nH]c2c1	?	-23%	-5%
CSc1ccc(/C=C/C(=O)OCC(=O)NC2CC2)cc1	-17%	?	-14%
O=C(CCNS(=O)(=O)c1cccc2nsnc12)Nc1ccc(F)cc1	-15%	-4%	2%
N/C(=N\OC(=O)c1cccc2ccccc12)c1cccc([N+](=O)[O-])c1	-5%	-24%	-12%
CCCCCOC(=O)CSc1nnc(-c2cc(OC)c(OC)c(OC)c2)o1	-6%	-10%	-7%
CC(C)c1nc(CNC(=O)CC2C(=O)NCCN2Cc2cccc(F)c2F)cs1 (centres undefined)	-8%	-9%	-17%
O=C(NCCCN1CCOCC1)c1cccc(S(=O)(=O)N2CCc3ccccc32)c1	23µM*	?	·
Cc1ccc(-n2c(=O)c3cccnc3n2CC(=O)Nc2cccc(C)c2C)cc1	?	?	-3%
CC(C)(C)NCC(=O)N/N=C/c1ccc(OCc2ccccc2)cc1	?	8%	-11%
COc1cc(C2Nc3ccc4ncccc4c3C3=C2C(=O)CCC3)cc(OC)c1O (centres undefined)	5.2µM*	5.2µM*	-14%
OCc1ccccc1-c1nc(NCc2ccccc2)nc2ccsc12	-25%	?	·
O=S(=O)(c1ccc2ccccc2c1)N1CCN(S(=O)(=O)N2CCCCC2)CC1	?	-23%	0%
COc1ccc(CCNC2=C(Cl)C(=O)N(CCc3ccc(OC)c(OC)c3)C2=O)cc1OC	10µM*	15µM*	1%
CC1(C)Cc2c(c(=S)nc(-c3ccccc3)n2CCN2CCOCC2)CO1	-10%	-7%	2%
CONC(=O)c1ccc(-c2cccc3nccn23)cc1	?	-13%	·
Cn1c(=O)c2cc(S(=O)(=O)NCCC(=O)NCCC3=CCCCC3)ccc2n(C)c1=O	?	?	0%
CCn1cc(C(=O)N2CCN(c3cccc(C(F)(F)F)c3)CC2)c2cc(OC)c(OC)cc2c1=O	23µM*	18µM*	-9%
CC[C@@H](C)[C@@H](C(=O)N1CCN(C(=O)OC(C)(C)C)CC1)n1cc(CCCN=C(NC(=O)OC(C)(C)C)NC(=O)OC(C)(C)C)nn1	?	?	-1%
CCN(C(=O)CN1C(=O)c2ccc([N+](=O)[O-])cc2C1=O)C1CCS(=O)(=O)C1 (centres undefined)	4%	-8%	0%
CCC1CN(C(=O)NCc2ccc(C)cc2)c2cc(Cl)ccc2O1 (centres undefined)	23µM*	21µM*	-8%&-1%
Cc1cc(OCC(=O)NCC2(N3CCOCC3)CCCCC2)ccc1Cl	?	?	-10%
COc1ccc(C(=O)N2c3ccccc3C(=O)OC2c2ccc3c(c2)OCO3)cc1 (centres undefined)	?	-25%	-26%
O=C(c1cc(N2C(=O)C3C4CCC(C4)C3C2=O)ccc1Cl)N1CCN(c2ccccc2)CC1 (centres undefined)	?	-25%	-4%

Record cards, from the list above. Screens in order: DT40 TDP1 no CPT, DT40 TDP1 CPT, GCN5L2 inh
`OCc1ccccc1-c1nc(NCc2ccccc2)nc2ccsc12` is entered as -25%, ?, ·
`CC(C)(C)NCC(=O)N/N=C/c1ccc(OCc2ccccc2)cc1` is entered as ?, 8%, -11%
`CCN(C(=O)CN1C(=O)c2ccc([N+](=O)[O-])cc2C1=O)C1CCS(=O)(=O)C1` (centres undefined) is entered as 4%, -8%, 0%
`CCCCCOC(=O)CSc1nnc(-c2cc(OC)c(OC)c(OC)c2)o1` is entered as -6%, -10%, -7%
`COc1cc(C2Nc3ccc4ncccc4c3C3=C2C(=O)CCC3)cc(OC)c1O` (centres undefined) is entered as 5.2µM*, 5.2µM*, -14%

(further entries)
SMILES	DT40 TDP1 no CPT	DT40 TDP1 CPT	GCN5L2 inh
O=C(O)C1CC=C(Cl)CC1C(=O)NCc1ccccc1 (centres undefined)	?	-22%	-18%
Cc1ccccc1NC(=O)c1ccc(CSc2ncccn2)cc1	-17%	-20%	1%
O=C(Nc1ccc(N2CCOCC2)cc1N1CCOCC1)c1ccco1	?	-28%	-3%
O=C(N1CCN(c2ccccc2)CC1)C1(S(=O)(=O)c2ccc(Cl)cc2)CC1	?	?	1%
CNc1sc(C(=O)c2ccc(F)cc2)c(N)c1-c1nc2ccccc2s1	7.3µM*	5.2µM*	0%
O=C(Nc1nc2ccc(Cl)cc2s1)c1ccc(Br)o1	-50%	-11%	-5%
O=C(O)c1cc(Cl)ccc1NC(=O)C1CCCO1 (centres undefined)	-6%	-2%	-4%
CCOC(=O)c1c(Nc2cc(C)cc(C)c2)nnc(-c2ccccc2)c1-c1ccccc1	15µM*	12µM*	-8%
CCN(C(=S)Nc1ccc(OC(F)F)cc1)C1CCCCC1	-23%	-1%	0%
COc1ccc(Oc2ncc3nc(-c4ccc(OC)cc4)c(=O)n(Cc4cccs4)c3n2)cc1	-2%	4%	?
Cc1cccc(-n2c(C)cc(/C=N/NC(=O)c3cccc([N+](=O)[O-])c3C)c2C)c1	?	?	-3%
COc1ccc(-n2ccc(-c3nn(-c4cccc(C(F)(F)F)c4)ccc3=O)n2)cc1	18µM*	?	0%
COCCNc1nc2c(c(=O)n(C)c(=O)n2C)n1CCCc1ccccc1	10µM*	15µM*	·
CCCCCCCCN1C(=O)[C@H](CC(=O)NCCCOC)C[C@@]2(C(=O)OC)CC(C)(C)CC=C12	15µM*	?	·
CS(=O)(=O)N1CCC(C(=O)N2CCN(C(c3ccccc3)c3ccccc3)CC2)CC1	?	?	-3%
O=C(NC(=S)Nc1ccc(S(=O)(=O)Nc2nccs2)cc1)c1ccccc1F	-29%	?	-13%
CC(C)=C(NC(=O)c1ccccc1)C(=O)N1CCOCC1	-2%	4%	1%
CC(C)/C=N/Nc1nc2c(c(=O)n(C)c(=O)n2C)n1C	-9%	-6%	-1%
CCCCOc1ccc(C(=O)N/C(=C\c2cccc([N+](=O)[O-])c2)C(=O)OCc2ccco2)cc1	0%	6%	3%
NNC(=O)c1ccc(COc2ccc3ccccc3c2)o1	?	?	-8%
CC(C#N)Sc1nc2ccccc2c(=O)n1-c1ccccc1 (centres undefined)	-17%	?	-4%
CC1CCCc2sc3nc(N4CCN(CCO)CC4)n4ncnc4c3c21 (centres undefined)	?	-8%	-3%
CCOC(=O)CNC(=S)n1ncnc1N	?	16µM*	1%
COC(=O)/C=C/C(=O)Nc1cccc(C(F)(F)F)c1	15µM*	9.2µM*	-3%
C/C=C/c1ccc(OCC(=O)Nc2cc(OC)c(OC)c(OC)c2)c(OC)c1	12µM*	13µM*	0%

Laid out differently: entries from further up.
SMILES,DT40 TDP1 no CPT,DT40 TDP1 CPT,GCN5L2 inh
CC(C)/C=N/Nc1nc2c(c(=O)n(C)c(=O)n2C)n1C,-9%,-6%,-1%
NNC(=O)c1ccc(COc2ccc3ccccc3c2)o1,?,?,-8%
O=C(Nc1nc2ccc(Cl)cc2s1)c1ccc(Br)o1,-50%,-11%,-5%
Cc1cccc(-n2c(C)cc(/C=N/NC(=O)c3cccc([N+](=O)[O-])c3C)c2C)c1,?,?,-3%
COC(=O)/C=C/C(=O)Nc1cccc(C(F)(F)F)c1,15µM*,9.2µM*,-3%

More records
SMILES	DT40 TDP1 no CPT	DT40 TDP1 CPT	GCN5L2 inh
COc1cnn(C(C)(C)C)c(=O)c1Cl	2%	?	-2%
COc1ccc(N2CCN(C(CNC(=O)C(C)(C)C)c3cccnc3)CC2)cc1 (centres undefined)	?	-9%	-5%
Cc1nc(SCC#N)c2c(C)c(C)sc2n1	?	-4%	-3%
CCCCCn1c(Sc2ncccn2)nc2c1c(=O)[nH]c(=O)n2C	?	-4%	-6%
CC(=O)c1c(C)[nH]c(C(=O)Nc2ccc(F)cc2F)c1C	-5%	6%	-3%
CSc1nsc(SC)c1C(=O)Nc1ccc(C)cc1	?	?	3%
CC(=O)c1ccc(F)c(-c2cc(C)cc3c2OC(CNC(=O)C[C@@H]2C[C@@H](C)NC(=S)N2)C3)c1 (some centres undefined)	-18%	-13%[9.04 µM]	·
CCCCOc1cccc(C(=O)N(Cc2ccc(C)o2)c2ccccn2)c1	9.2µM*	15µM*	-18%
CCCCNC(=S)N1CCN(c2nc3ccccc3s2)CC1	?	?	-5%
Cc1ccc(-c2cc(NC=O)c3ncc(-c4cccc(C(=O)N(C)C)c4)n3c2)cc1	?	?	·
COc1ccc(C(=O)Nc2cccc(C(=O)O)c2)cc1S(=O)(=O)N1CCCC1	-2%	3%	-7%
CC(C)C[C@H]1CN([C@@H](Cc2ccc(O)cc2)CN2CCC[C@H]2CN2C(=O)C(=O)NC[C@@H]2Cc2ccccc2)C(=O)C(=O)N1CC1CCCCCC1	?	?	·
CCN(CC)C(=O)C(=O)N/N=C/c1cccc(Br)c1	-10%	-8%	?
COc1cccc(OC)c1C(=O)Nc1cccc(C(C)=O)c1	-2%	7%	-2%
CC12CCC(C(=O)N3CCN(C(c4ccccc4)c4ccccc4)CC3)(OC1=O)C2(C)C (centres undefined)	18µM*	?	2%
Cc1cccc(NC(=O)CCC(=O)Nc2nnc(C(F)(F)F)s2)c1	5%	10%	2%
CC(Cc1ccccc1)C(=O)NCc1ccccn1 (centres undefined)	17%	5%	0%
CN(C)CCNCc1ccccc1OC1CCCC1	-16%	8%	-9%
CC(=O)Cc1nsc(NC(=O)c2ccc(-c3ccccc3Cl)o2)n1	?	?	-25%
CCSc1nncn1/N=C/c1ccc(OC)c(OC)c1	7%	2%	0%

The list is partial, so the mix of outcomes need not match the whole.
